12-LOX inh = ALOX12 (human) lipoxygenase inhibition; 580,000 compounds, 1.1% hits; Potency, µM (doses to about 108 µM), inactives show at the highest dose activity change, negative = inhibition, usual class: inhibitors; P18054; purified 12hLO, xylenol orange hydroperoxide absorbance; AID 1671190; active = well fitted inhibition curve with a large enough effect; inconclusive = small, poorly fitted or top-dose-only effect, or another doubt; inactive = no such curve, though single readings can be large or run the other way
Target sequence (P18054 whole entry, looked up): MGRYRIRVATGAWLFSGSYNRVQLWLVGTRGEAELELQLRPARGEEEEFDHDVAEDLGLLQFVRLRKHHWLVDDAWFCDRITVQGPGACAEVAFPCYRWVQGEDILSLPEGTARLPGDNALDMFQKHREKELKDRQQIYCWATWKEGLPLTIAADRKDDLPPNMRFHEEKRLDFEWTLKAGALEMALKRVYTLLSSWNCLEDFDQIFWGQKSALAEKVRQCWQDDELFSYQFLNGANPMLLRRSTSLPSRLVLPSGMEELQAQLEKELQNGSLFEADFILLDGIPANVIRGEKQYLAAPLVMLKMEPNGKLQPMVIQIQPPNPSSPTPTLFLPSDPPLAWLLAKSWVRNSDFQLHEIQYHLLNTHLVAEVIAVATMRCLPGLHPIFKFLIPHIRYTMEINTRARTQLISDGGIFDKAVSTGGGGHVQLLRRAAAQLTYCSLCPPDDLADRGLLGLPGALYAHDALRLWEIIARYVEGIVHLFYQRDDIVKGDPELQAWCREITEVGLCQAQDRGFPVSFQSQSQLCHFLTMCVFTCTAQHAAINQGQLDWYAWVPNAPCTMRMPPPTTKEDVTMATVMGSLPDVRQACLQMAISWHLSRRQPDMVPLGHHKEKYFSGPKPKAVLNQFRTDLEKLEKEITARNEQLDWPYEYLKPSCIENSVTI
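Hydroperoxide product was detected by ferrous iron/xylenol orange as the 573 to 405 nm absorbance ratio. Arachidonic acid at 40 uM (final) was turned over for 30 min at room temperature by 150 nM human 12hLO, pH 7.0 Hepes buffer, after 15 min compound preincubation.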
The depositor's hits bear a star; ? = inconclusive; [ ] = another dose, or the depositor's remark. % is scaled to controls: 0 for no effect and ±100 for the full control effect; potency is read from the fitted curve at half-maximal effect. This is a subset. The share of hits here may be higher or lower than overall.

SMILES,12-LOX inh
O=C(c1cc2ccccc2[nH]1)N1CCN(S(=O)(=O)c2cccs2)CC1,-23%
CNC(=O)NC[C@H]1CCN(Cc2ccncc2F)C[C@H]1N(C)C,43%[activator]
COCc1cc(=O)n(CC(=O)Nc2ccccc2C)c(N2CCOCC2)n1,35%[activator]
O=C1/C(=C/c2ccccc2Cl)C(c2ccccc2)Oc2ccccc21 (stereo not drawn),-6%
C=CCN(C(=O)CSc1nc2ccsc2c(=O)n1Cc1ccc(C(=O)O)cc1)c1ccccc1,0%
CCCc1sc(C(=O)N2CCCCC2C)cc1Br (stereo not drawn),?
O=C(C[n+]1cccc(/C=N/O)c1)NC(=O)Nc1ccccc1,-3%
Clc1cccc(N/N=C/c2ccc(Br)cc2)n1,4%
Clc1ccccc1C1(c2ccnc(NCc3ccccn3)n2)CCNCC1,9%
COc1cccc(CN2Cc3nc(N(C)c4ccccc4)ccc3OCC2=O)c1,22%[176 µM]
CCCCCCNC(=O)c1ccc(Nc2ccc(-c3ccc(C)cc3)nn2)cc1,10%
CCCCc1nnc(NC(=O)c2ccc3ccn(C)c3c2)s1,0%
O=C(OCc1nnnn1-c1ccccc1)C1(c2ccccc2)CCC1,8%
CN(CC(=O)NCc1nc(-c2ccccc2)no1)S(=O)(=O)c1ccc(Cl)cc1,5%
COc1ccccc1C1NC(=O)NC(C)=C1C(=O)OCC1CCCCC1 (stereo not drawn),-18%
Cn1c(N2CCC3(CC2)OCCCC3O)nc2c1c(=O)[nH]c(=O)n2C (stereo not drawn),6%
CCCCN(C)c1c(C)nc2ccc(C(=O)N(C)Cc3ccco3)cn12,1%
Cc1cccc2c(C3CCN(S(=O)(=O)c4c(Cl)cccc4Cl)CC3)c[nH]c12,7%
CC1(C)CC(=O)C=C(c2ccc(-c3cccc4c3sc3ccccc34)cc2)C1=O,-60%
COC(=O)C1=C(C)N(C)C(=NCc2cc(OC)c(OC)c(OC)c2)NC1c1cccc(C(F)(F)F)c1 (stereo not drawn),-6%
O=C(NC1CC1)c1cc2n(n1)CCCN(C(=O)c1ccccc1-c1ccccc1)C2,-21%
COc1ccc(C(O)c2nc(-c3cccc4cccnc34)cs2)cc1 (stereo not drawn),-13%
CNCc1ccccc1F,3%[12.5 µM]
Cc1cc2nc3n(c(=O)c2n1CC(=O)N1CCN(c2ccccc2)CC1)CCCCC3,5%
Cc1nc(C)c(C(=O)N2CCC3(CC2)NC(=O)CC3C(=O)O)s1 (stereo not drawn),62%[activator]

An excerpt of these results, as labelled records.
smiles: CCCCCCNC(=O)c1ccc(Nc2ccc(-c3ccc(C)cc3)nn2)cc1
  12-LOX inh: 10%
smiles: CCCCc1nnc(NC(=O)c2ccc3ccn(C)c3c2)s1
  12-LOX inh: 0%
smiles: O=C(OCc1nnnn1-c1ccccc1)C1(c2ccccc2)CCC1
  12-LOX inh: 8%
smiles: CN(CC(=O)NCc1nc(-c2ccccc2)no1)S(=O)(=O)c1ccc(Cl)cc1
  12-LOX inh: 5%

Continued.
SMILES,12-LOX inh
O=S(=O)(NCCc1csc(-c2ccc(F)cc2)n1)c1ccccc1F,4%
CNc1nc2c(c(=O)[nH]c(=O)n2C)n1CC(O)COc1ccc(Cl)cc1 (stereo not drawn),?
C(=N\N=C1c2ccccc2-c2ccccc21)/c1cccs1,?
C=CCNC(=O)c1ccccc1CSc1nc2ccccc2o1,8%
CCCCNC(=O)[C@H]1CCC[C@H]1NC(=O)c1ccncc1,34%[activator]
O=S(=O)(c1ccccc1)N1CCCC(Cc2noc(-c3cnccn3)n2)C1 (stereo not drawn),17%
COc1cccc(OC)c1C(=O)Nc1c(C(=O)N2CCN(Cc3ccccc3)CC2)oc2ccccc12,-5%
Cn1cc(S(=O)(=O)N2CCCC(C(=O)Nc3ccn(Cc4c(F)cccc4Cl)n3)C2)cn1 (stereo not drawn),25%
Cc1ccc(NC2(c3nnnn3-c3ccccc3C)CCCCC2)c(C)c1,-10%
CCC[C@H]1[C@@H](NC(=O)Nc2cccc(C#N)c2)CC[C@@]23CCCN2C(=O)CCC[C@@H]13,?
CC(C)Cc1nc2cc(NS(=O)(=O)N(C)C)cc(C(=O)N3CCN(c4ccccc4)CC3)c2n1C,12%
CC1(C)[C@H](Cc2cc(CCO)on2)C[C@@H]1NCC1CC1,19%[176 µM]
O=C(c1c(F)cccc1Cl)N(Cc1ccco1)C1CCS(=O)(=O)C1 (stereo not drawn),1%
COC(=O)c1ccc(S(=O)(=O)Nc2cccc(C(=O)OC)c2)cc1,20%
Cc1ccc(NC(=O)N2CCC(Oc3ncccc3C(=O)N3CCCCC3)C2)cc1 (stereo not drawn),59%[activator]
Oc1ccc(-c2cn3ccsc3n2)cc1,?
O=C(COc1ccc(Cl)cc1Cl)NCCN1CCCC1,?
CCOCCCNCc1ccc(-c2ccc(F)cc2)o1,2%
COc1ccc(C(=O)N2CCC(c3noc(-c4cccnc4)n3)C2)cn1 (stereo not drawn),7%
Fc1cc(Cl)cc2ccc(-c3ccccc3)nc12,2%
CCCNc1c(NC(=O)c2ccc(OC(C)=O)c(OC)c2)c(=O)oc2ccccc12,?
Cc1ccc(C=Nc2ccc(C(C)C)cc2)s1,7%
Cc1ccsc1CN1CCc2c(sc3ncnc(N(C)C)c23)C1,?
Cc1ccc(Cc2sc(N)nc2C)cc1,?
CC1COCC(C)N1C(=O)c1cccnc1 (stereo not drawn),-2%

Entries shown so far that contain a furan ring, fused or not (four):
SMILES,12-LOX inh
CCCCN(C)c1c(C)nc2ccc(C(=O)N(C)Cc3ccco3)cn12,1%
COc1cccc(OC)c1C(=O)Nc1c(C(=O)N2CCN(Cc3ccccc3)CC2)oc2ccccc12,-5%
O=C(c1c(F)cccc1Cl)N(Cc1ccco1)C1CCS(=O)(=O)C1 (stereo not drawn),1%
CCOCCCNCc1ccc(-c2ccc(F)cc2)o1,2%

(next part)
SMILES,12-LOX inh
CS(=O)(=O)N1CCN(C(C(=O)O)c2c[nH]c3ccc(Cl)cc23)CC1 (stereo not drawn),-8%
CCCCCCCCCCCCSCCC(N)=O,-7%
CCOC(=O)c1cnc2ccc(OC)cc2c1Nc1ccc(OC)cc1,0%
COCC(=O)Nc1cc(C(=O)N2CCCC(C(C)=O)C2)cc2nc(-c3ccccc3)n(C)c12 (stereo not drawn),10%
O=C(NNC(=S)Nc1ccc(F)cc1)C(c1ccccc1)c1ccccc1,?
CN(C)C[C@@H]1CN(c2ccccn2)C[C@H]1NC(=O)CC1=CCCCC1,?
CCCCc1ccc(-n2nnnc2SCC(=O)Nc2ccc3c(c2)OCO3)cc1,2%
CN(Cc1ccc(C(F)(F)F)cc1)C(=O)CCc1c[nH]c2ccccc12,?
CC(C)=CC(=O)N1C[C@@H](NC(=O)Nc2ccc(F)cc2F)C[C@H]1C(=O)N[C@H](Cc1c[nH]c2ccccc12)C(N)=O,12%
CCCNc1nc2ccccc2nc1C(=O)Nc1cccc(Cl)c1,-10%
CC1(C(=O)NS(=O)(=O)C2CC2)CCCN(C(=O)Cc2ccc(F)cc2)C1 (stereo not drawn),-3%
Cc1ccc(C(=O)COC(=O)/C=C/c2ccccc2)cc1,34%[activator]
CC(C)CNC(=O)COC(=O)c1cc(Cl)cc(Cl)c1,3%
CN1CCN(c2ccc3c(c2)Oc2ccccc2CN(Cc2cn(Cc4ccc(C(F)(F)F)cc4)nn2)S3(=O)=O)CC1,28%
Cc1cc(C(=O)N2CCC3(CC2)CC(N2CCN(CC(C)C)CC2)CCO3)n[nH]1 (stereo not drawn),44%[activator]
CCC[C@@H]1CN(c2cc(NCCO)ncn2)C[C@H]1C(=O)O,5%
COCCN1C(=O)C(=O)/C(=C(/O)c2ccc(OC)c(C)c2)C1c1ccc(Cl)cc1Cl (stereo not drawn),?
COc1ccc(-c2ccc(C(=O)Nc3cccc(N(C)C)c3)c3occc23)c(C)c1,-1%
CN1CCCCCCN(C(=O)COc2ccccc2)[C@H]2CCC[C@H]2C1=O,64%[activator]
CCCn1c(SC(C)C(=O)NC2CCCC(C)C2C)n[nH]c1=O (stereo not drawn),28%
CN1CCN(C(C(=O)O)c2cn(Cc3ccccc3)c3cc(C(=O)O)ccc23)CC1 (stereo not drawn),?
CCOC(=O)c1ccc2ncc(C(=O)OCC)c(NCCCOC(=O)c3ccc(Cl)cc3)c2c1,85%[activator]
O=C1CN(c2nc(-c3ccccc3)nc3ccccc23)CCN1,9%
COCCn1c(SCCOc2cccc(Br)c2)nnc1-c1ccncc1,?
C=CCNc1nc2cc(-c3ccc(C(=O)N4CCOCC4)cc3)sc2c(=O)n1C,2%

More structures.
SMILES,12-LOX inh
O[C@@H]1[C@@H](Cn2cc(-c3cccnc3)nn2)C[C@@H](NCc2nccs2)[C@@H]1O,0%
Cc1nc(-c2c3n(c(=O)n(CC(=O)Nc4ccc(Cl)cc4)c2=O)CCCCC3)no1,?
CN(Cc1nc2ccsc2c(=O)[nH]1)C(=O)COc1cccc(F)c1,5µM*
Cc1cccc(CNC(=O)c2c(C)noc2-c2cccs2)c1,10%
CCCOc1ccc(NC(=O)C(CC)Oc2ccccc2F)c2cccnc12 (stereo not drawn),7%
CC(C)NC(=O)C1=NOC2CN(C(=O)c3ccn(C)n3)CC12 (stereo not drawn),6%[6.33 µM]
Cc1nn(-c2ccccc2)c(C)c1CN(C)S(=O)(=O)c1c(Cl)cccc1Cl,5%
CC(C)CCN1C[C@@H]2C[C@H]1C(=O)N(C)c1ccccc1O2,10%[176 µM]
COC(=O)[C@@H](NC(=O)Nc1ccc(OC)c(Cl)c1)C(C)C,4%
COC1CCN(C(=O)c2ccnc(-c3nnc4ccc(N(C)C)nn34)c2)CC1,?
COC(=O)[C@]12CCCCC=C1N(Cc1ccc3c(c1)OCO3)C(=O)[C@H](CC(=O)N1CCSCC1)C2,1%
CC(C)c1ccc(Nc2cc3c(cn2)cc(-c2ccccc2)n3C)cc1,-19%
N#Cc1c(N2CCN(CC(=O)Nc3ccccc3)CC2)nc(-c2ccco2)c2c1CCC2,-1%
CC(=O)Nc1ccc(C)cc1S(=O)(=O)N1CCC(C)(c2noc(C)n2)CC1,8%
CC(C)COc1ccc(C(=O)N2CCCCC2CCN2CCCCCC2)cc1 (stereo not drawn),7.1µM*
O=C(/C=C/c1ccccn1)NCC1Cc2cccc(-c3ncccn3)c2O1 (stereo not drawn),-26%
COc1ccc(C2C3=C(CC(C)(C)CC3=O)Nc3nc(-c4cccc(O)c4)nn32)cc1 (stereo not drawn),?
Cn1cccc1CN1CC[C@@H]2C(=O)NCCCCCCN(Cc3ccncc3)[C@@H]2C1,116%[activator]
COc1ccc(-c2cnc(C)o2)cc1S(=O)(=O)Nc1ccc(F)c(F)c1,?
COCCOc1ccc2c(n1)CCN(C(=O)c1cccnc1)C2,22%
CC(=O)c1ccccc1NC(C(=O)Nc1c(C)cccc1C)C1CC1 (stereo not drawn),10%
c1coc(CNc2ccc3c(c2)ncn3C2CCCCC2)c1,-14%
Cc1ccccc1S(=O)(=O)N(C)CC1CCOCC1,16%
Cc1noc(C)c1C(=O)N1CCn2c(nnc2-c2cncc(Br)c2)C1,17%[6.33 µM]
CC(=O)Nc1ccc(-c2cc(C(=O)O)c3cc4ccccc4cc3n2)cc1,?

Other structures follow.
SMILES,12-LOX inh
O=c1c2ccccc2cnn1CN1CCN(S(=O)(=O)c2ccc(Cl)cc2)CC1,-10%
CN(C)CCNC(=O)C1Cn2cccc2C(=O)N1Cc1ccccc1 (stereo not drawn),12%
c1ccc(-c2csc(-c3ccccn3)n2)cc1,-8%
O=C(OCc1ccccc1)N1CCC2(CC1)C(=O)NN=C2c1ccncc1,58%[activator]
CCn1c(SC(C)C(=O)Nc2ccnn2C(C)C)nnc1C1CC1 (stereo not drawn),-25%
O=C(c1cccc2c1CCN2C(=O)C1CC1)N1CCCCC1,21%
O=C(COc1ccccc1C(=O)O)NCc1ccco1,-10%
Cc1ccc(F)c(S(=O)(=O)NC(=O)C2(C)CCN2C(=O)Cc2cccs2)c1 (stereo not drawn),-22%
C#CCN1CCC(C(=O)NC(C)c2ccc(C(F)(F)F)cc2)CC1 (stereo not drawn),1%
COCC1CN(C2CCC2)CC12CCN(C(=O)Cc1ccccc1OC)CC2 (stereo not drawn),54%[activator]
CCCCNC(=O)c1cccc2c1CCN2C(=O)c1ccc(F)cc1,55%[activator]
N#Cc1ccc(COC[C@H]2O[C@@H](n3c(NCc4ccc(Cl)c(Cl)c4)nc4c(N)ncnc43)[C@@H](O)[C@@H]2O)cc1,0%[57.4 µM]
COc1cccc(C(=O)N2CC(Oc3ccc(-c4noc(-c5ccccc5)n4)cc3)C2)c1,4%
COc1ccc2c(c1)[C@@H](NC(=O)OCc1ccccc1)[C@H](C)[C@@H](c1ccccc1)N2Cc1ccccn1,?
COCCNC(=O)c1cc2c(=O)[nH]c(-c3ccccc3)cn2n1,19%
COCC1CCN(C(=O)c2ccc3oc(CCc4ccccc4)nc3c2)C1 (stereo not drawn),-23%
Cc1ccc(C(=O)CC(=O)c2ccc(Cl)cc2)c(O)c1,?
Cc1cc(C(=O)N2C[C@@H](Oc3ccccc3)C[C@H]2C(=O)N2CCCC2)nn1C,28%
CCCCCc1c(C)nc(Nc2nc(C)c3cc(C)ccc3n2)[nH]c1=O,-25%
CCCCCCCCOS(=O)(=O)O,3%[176 µM]
COCCN1C(=O)[C@H]2CN(CCC(C)C)C[C@H]2C1=O,40%[activator]
